Screening results from PubChem.
Bcl-xL primary: Bcl-xL (human) inhibition; inhibition, % at 10.9 µM; AID 2129; GST-Bcl-xL / FITC-Bim BH3 peptide fluorescence polarization; Q07817; 320,000 tested, 0.7% active;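 active = inhibition above the mean of all tested compounds plus 3 SD, cutoff set per campaign, cut at about 30% in these data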;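 note: 0% = DMSO wells and 100% = unlabeled Bim-BH3 peptide competitor; inhibitors lower millipolarization by displacing the labeled peptide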
Target sequence (Q07817 whole entry, looked up): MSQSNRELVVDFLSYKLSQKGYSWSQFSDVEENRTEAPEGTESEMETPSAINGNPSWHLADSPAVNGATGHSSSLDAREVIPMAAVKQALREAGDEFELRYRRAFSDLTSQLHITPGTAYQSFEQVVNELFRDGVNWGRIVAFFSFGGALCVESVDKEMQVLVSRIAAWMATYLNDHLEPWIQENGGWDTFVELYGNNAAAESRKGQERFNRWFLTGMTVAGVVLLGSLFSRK
pPAFAH inh: pPAFAH (human) enzyme inhibition; inhibition, % at 3.39 µM; recombinant pPAFAH, FP-rhodamine probe fluorescence polarization; 330,000 tested, 1.5% active; AID 463082; Q13093;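 active = inhibition above the mean inhibition across the screen plus 3 SD, cut at about 25% in these data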;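 note: inhibitors block binding of the rhodamine activity-based probe so polarization drops; 0% = enzyme with DMSO and 100% = wells lacking pPAFAH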
MCL1-BIM inh: disrupts human MCL1 binding to BIM-BH3 peptide; Q07820; AID 2057; 320,000 tested, 0.68% active; GST-MCL1 / FITC-Bim-BH3 fluorescence polarization; inhibition, % at 10.9 µM;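 active = inhibition above the mean inhibition of all tested compounds plus 3 SD, set per campaign, cut at about 40% in these data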;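 note: 0% = DMSO wells and 100% = unlabeled Bim-BH3 peptide control; higher means more loss of mP so more displacement of Bim peptide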
Target sequence (Q07820 whole entry, looked up): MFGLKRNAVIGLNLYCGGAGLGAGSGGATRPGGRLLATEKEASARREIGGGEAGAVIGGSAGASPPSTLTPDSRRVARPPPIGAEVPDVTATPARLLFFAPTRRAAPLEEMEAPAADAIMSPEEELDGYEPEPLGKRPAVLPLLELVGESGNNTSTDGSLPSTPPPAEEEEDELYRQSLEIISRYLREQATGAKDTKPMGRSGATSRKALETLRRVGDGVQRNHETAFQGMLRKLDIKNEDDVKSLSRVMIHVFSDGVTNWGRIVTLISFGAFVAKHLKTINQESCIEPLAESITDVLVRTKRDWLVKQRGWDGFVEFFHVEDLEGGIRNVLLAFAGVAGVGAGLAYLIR
Fam108B counter: Fam108B inhibition, counter-screen for RBBP9 inhibitors | recombinant Fam108B, FP-Rh probe fluorescence polarization | inhibition, % at 9.51 µM | 300,000 tested, 0.33% active;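 active = inhibition above the screen mean inhibition plus 3 SD, computed separately per campaign, cut at about 18% in these data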;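 note: inhibitors lower polarization as less probe binds the enzyme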
MEX-5 binding: C. elegans MEX-5 TCR-2 RNA binding activity. Q9XUB2. AID 1832. activity score (negative = inhibition of binding), % at 10 µM. MEX-5/FITC-TCR2 RNA binding, fluorescence polarization; stronger effect = lower value. 300,000 tested, 0.38% active;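 active = inhibition past about -25% in most replicates, and total fluorescence under double the plate's negative control median, limit read from the data; inconclusive = replicates evenly split on the limit, or fluorescence at least double controls; inactive = too little inhibition in most replicates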;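 note: 0% = DMSO and -100% = 5 µM competing unlabeled TCR2 RNA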
AHR activator: human AHR activation; AHR-responsive luciferase reporter cells, luminescence; P35869; activation, % at 5 µM; 320,000 tested, 2.5% active; in the data active = activation above about 47%;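 note: 0% = vehicle wells and 100% = reference agonist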
PME-1 primary: blocks human protein phosphatase methylesterase 1; 320,000 tested, 0.53% active; inhibition, % at 5.9 µM; AID 2130; recombinant PME-1, FP-Rh probe fluorescence polarization; Q9Y570;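 active = inhibition above the campaign mean of all compounds plus 3 SD, cut at about 26% in these data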;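 note: competitive labeling of PME-1 active site by serine hydrolase directed probe; 0% = PME-1 with DMSO and 100% = wells lacking PME-1 enzyme; inhibitors block probe labeling so polarization falls and inhibition rises; many of its hits are not listed in these tables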
PAFAH1B2 inh: PAFAH1B2 (human) inhibition; recombinant PAFAH1B2, FP-rhodamine activity probe, fluorescence polarization; inhibition, % at 3.39 µM; 340,000 tested, 1.2% active; P68402; AID 492953;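 active = inhibition above the mean of all tested compounds plus 3 SD, cut at about 24% in these data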;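 note: 0% = enzyme with DMSO and 100% = wells lacking PAFAH1B2; many of its hits are not listed in these tables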
Target sequence (P68402 whole entry, looked up): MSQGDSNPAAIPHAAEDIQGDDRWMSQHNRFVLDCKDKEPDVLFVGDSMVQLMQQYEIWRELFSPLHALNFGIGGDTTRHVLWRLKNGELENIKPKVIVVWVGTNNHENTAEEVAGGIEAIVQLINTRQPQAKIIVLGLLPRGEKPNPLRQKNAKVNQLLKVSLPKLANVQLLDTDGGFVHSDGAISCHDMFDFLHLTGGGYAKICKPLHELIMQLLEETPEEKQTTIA
GLD-1 TGE inh: GLD-1-TGE RNA interaction inhibition (C. elegans); 320,000 tested, 0.44% active; inhibition, % at 5.96 µM; purified GLD-1 + fluorescein TGE RNA, fluorescence polarization; Q17339;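 active = percent inhibition above a per-plate cutoff, the plate mean of test compounds plus 3 SD, cut at about 30% in these data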;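 note: 0% = DMSO wells with GLD-1 and probe and 100% = wells lacking GLD-1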
* hit, by the source's call; ? = inconclusive; / = no result given. Only part of the results is shown; rates above refer to the full screens.

SMILES	Bcl-xL primary	pPAFAH inh	MCL1-BIM inh	Fam108B counter	MEX-5 binding	AHR activator	PME-1 primary	PAFAH1B2 inh	GLD-1 TGE inh
Cc1ccc(S(=O)(=O)N2CCN(CC(=O)Nc3ccc4c(c3)CCC4)CC2)cc1C	3	-4	-3	0	2.0	-3	-3	6	6
CNc1nc(C(=O)O)nc(N2CCOCC2)n1	5	3	-4	-1	-2.5	0	-1	5	5
Cc1occc1-c1nnc(SCC(=O)N2CCOCC2)n1CCc1ccccc1	-1	1	-7	0	0.7	3	1	1	-4
CC(C)c1ccc(NC(=O)CNC(=O)Cn2cnc3ccccc3c2=O)cc1	5	9	0	1	0.8	4	-3	2	-2
CN(C)S(=O)(=O)c1ccc(Cl)c(NC(=O)COC(=O)CCSc2ccccc2)c1	3	15	12	-2	3.1	-2	7	10	3
O=c1c2c(nc3c(-c4ccc(Cl)cc4)c[nH]n13)CCCC2	3	11	-1	7	2.4	67*	4	6	0
CCOC(=O)C1=C(C)Nc2ccccc2N/C1=N\S(=O)(=O)c1cccc(Cl)c1	3	2	2	/	/	0	26*	1	4
O=C(NCc1ccccc1)c1cncc(Br)c1	-6	6	-10	-5	0.5	2	2	-2	-5
CCC1=NN(C(=O)CCc2ccccc2)C(O)(C(F)(F)F)C1 (stereo not given)	2	0	5	4	-3.0	1	-1	-2	2
CCn1c(=O)cc(SCC(=O)NCc2ccc(C)o2)c2ccccc21	2	0	4	-1	-1.4	3	1	1	6
O=C(NCCc1ccccc1)/C(=N\O)c1ccccc1	3	2	1	-3	1.5	3	0	2	5
O=C(/C=C/c1ccccc1[N+](=O)[O-])N1CCN(c2ccccc2F)CC1	0	4	7	5	0.9	1	5	3	6
CC1=CC(c2ccccc2)n2nnnc2N1 (stereo not given)	9	5	5	1	-3.8	3	3	8	1
c1ccc(C2CNCCc3ccccc32)cc1 (stereo not given)	3	0	6	-1	-0.4	-1	3	2	4
O=C(NCCc1c[nH]c2ccccc12)c1ccc(F)cc1F	2	9	1	-1	-1.3	6	5	3	7
CC(=O)Nc1ccccc1Sc1ccccc1	-5	1	6	2	-0.4	0	2	8	-1
COc1cc(C=NNC(=O)c2ccc(NS(=O)(=O)c3cccs3)cc2)cc(Br)c1O	/	14	/	/	/	3	/	3	-4
C=CCOC(=O)c1cn(CC)c2nc(C)ccc2c1=O	-6	1	-4	1	3.6	-2	1	3	1
O=C(Nc1ccc(S(=O)(=O)Nc2ncccn2)cc1)C1CC(=O)N(c2ccc(Cl)cc2)C1 (stereo not given)	3	3	0	-1	0.4	0	5	3	4
O=C(CN1CCc2ccccc21)NC(=O)NCc1ccco1	-1	11	-6	5	-1.7	14	-1	9	-3
Cc1cccc(-n2c(SCC(=O)NCc3ccco3)nnc2-c2ccco2)c1	-4	0	3	-5	0.1	3	-6	4	1
COc1ccccc1N1CCN(C(=O)c2cc(=O)c3c(C)cc(C)cc3o2)CC1	-1	-6	0	-4	1.2	1	-7	-2	4
Cc1nonc1C(=O)N/N=C/c1cc2c(cc1Br)OCO2	2	-2	8	-1	-0.1	26	4	6	3
CCOC(=O)c1csc(NC(=O)CCSc2ccccc2)n1	4	1	4	5	-4.1	0	-5	9	-2
O=C(Cc1ccccc1)N1CCC(O)(c2cccnc2)CC1	3	-2	4	3	-1.8	2	-2	6	5
O=c1c2cc(N3CCOCC3)ccc2[nH]c(=S)n1Cc1ccc(Cl)cc1	0	19	7	2	0.7	36	3	11	3
NS(=O)(=O)c1ccc(NNC(=O)c2sccc2Cl)cc1	4	3	-11	3	0.5	-3	4	4	-2
CC(=O)N1CCN(Cc2nc3cc(NC(=O)Cn4nc(C)c5ccccc5c4=O)ccc3n2C)CC1	3	5	8	3	-0.2	-1	-3	0	-7
COc1cccc(CN2CCNC(=O)C2CC(=O)N(C)C2CCOCC2)c1OC (stereo not given)	12	-5	12	0	-2.3	3	1	-1	10
CC(=O)c1sc(NS(=O)(=O)c2ccc(C)cc2)nc1-c1ccccc1	7	-21	4	-4	-0.5	3	1	9	-4
COc1ccccc1C(=O)Nc1cccc(C(=O)N2CCOCC2)c1	5	-1	2	-1	-1.4	19	-1	-1	7
Brc1cccc(-c2nnc3n2CCC3)c1	1	3	5	-1	-1.1	4	-2	-3	6
CC(=O)c1ccc(NC(=O)c2cnn3ccccc23)cc1	-2	2	-6	2	-0.8	2	8	9	3
COc1cc(S(=O)(=O)N(Cc2ccccc2)CC2CCCO2)ccc1-n1cnnn1 (stereo not given)	-3	3	-9	2	-0.8	2	-6	6	0
CC(=O)c1cccc(NC(=S)NC2CC2)c1	1	0	4	1	0.7	13	-6	1	-3
N=c1c2c(ncn1Cc1ccco1)Oc1ccc3ccccc3c1C2c1ccccc1 (stereo not given)	4	-23	2	-24	1.5	8	-55	-9	1

An excerpt from above in order of formula weight, lowest first:
SMILES	Bcl-xL primary	pPAFAH inh	MCL1-BIM inh	Fam108B counter	MEX-5 binding	AHR activator	PME-1 primary	PAFAH1B2 inh	GLD-1 TGE inh
CC(=O)c1cccc(NC(=S)NC2CC2)c1	1	0	4	1	0.7	13	-6	1	-3
Brc1cccc(-c2nnc3n2CCC3)c1	1	3	5	-1	-1.1	4	-2	-3	6
O=C(Cc1ccccc1)N1CCC(O)(c2cccnc2)CC1	3	-2	4	3	-1.8	2	-2	6	5
NS(=O)(=O)c1ccc(NNC(=O)c2sccc2Cl)cc1	4	3	-11	3	0.5	-3	4	4	-2
CCOC(=O)c1csc(NC(=O)CCSc2ccccc2)n1	4	1	4	5	-4.1	0	-5	9	-2
COc1ccccc1C(=O)Nc1cccc(C(=O)N2CCOCC2)c1	5	-1	2	-1	-1.4	19	-1	-1	7
Cc1nonc1C(=O)N/N=C/c1cc2c(cc1Br)OCO2	2	-2	8	-1	-0.1	26	4	6	3
O=c1c2cc(N3CCOCC3)ccc2[nH]c(=S)n1Cc1ccc(Cl)cc1	0	19	7	2	0.7	36	3	11	3
COc1cccc(CN2CCNC(=O)C2CC(=O)N(C)C2CCOCC2)c1OC (stereo not given)	12	-5	12	0	-2.3	3	1	-1	10
COc1cc(S(=O)(=O)N(Cc2ccccc2)CC2CCCO2)ccc1-n1cnnn1 (stereo not given)	-3	3	-9	2	-0.8	2	-6	6	0
CC(=O)N1CCN(Cc2nc3cc(NC(=O)Cn4nc(C)c5ccccc5c4=O)ccc3n2C)CC1	3	5	8	3	-0.2	-1	-3	0	-7

The listing continues.
SMILES	Bcl-xL primary	pPAFAH inh	MCL1-BIM inh	Fam108B counter	MEX-5 binding	AHR activator	PME-1 primary	PAFAH1B2 inh	GLD-1 TGE inh
Cc1ccccc1-n1nnnc1SCC(=O)c1c(N)n(C)c(=O)n(C)c1=O	-7	0	-12	2	0.9	0	-1	3	-3
CC(NC(=O)CSc1ncccn1)c1ccc2c(c1)OCO2 (stereo not given)	/	4	/	/	/	3	/	1	-1
Cc1ccc(C(=O)C(C)OC(=O)C2CC(=O)N(C3CCCCC3)C2)cc1 (stereo not given)	5	19	8	0	-0.5	-3	-4	4	0
COc1ccccc1NC(=O)c1ccc(NC(=O)CSc2ncn[nH]2)cc1	0	1	-5	-1	-0.6	15	3	-6	-6
Clc1ccc(CSc2snnc2-c2ccccc2)c(Cl)c1	-1	5	1	-7	0.5	-7	-3	-2	7
Cc1ccc(-c2cc3ccccc3nc2N2CCOCC2)cc1	1	26*	-5	-2	-0.7	14	1	/	-4
O=C(c1ccccc1[N+](=O)[O-])N1CCN(Cc2ccc3c(c2)OCO3)CC1	-1	4	-4	0	/	1	3	5	1
O=C(c1ccc([N+](=O)[O-])cc1)N1C=CC(C(F)(F)F)=NCC1	0	-6	1	0	0.3	1	-10	2	-5
COc1ccc(C(C)=O)cc1CS(=O)(=O)CC(=O)O	-1	4	-4	2	0.6	6	-1	3	2
CCOc1ccccc1CN1CCC(n2nccc2NC(=O)CCCc2ccccc2)CC1	3	3	1	2	2.3	1	-9	4	1
O=C(COc1ccc(Cl)cc1Cl)Nc1ccc2nc3n(c(=O)c2c1)CCCC3	0	-2	-5	-9	1.0	2	-15	7	-6
CC(C)(C)OC(=O)N1CCN(C(=O)[C@H](Cc2ccc(O)cc2)n2cc(CCO)nn2)CC1	4	4	3	3	-1.5	-4	-10	1	5
CCN(Cc1ccccc1)C(=O)CCS(=O)(=O)c1ccc2c(c1)CCN2C(C)=O	2	4	-5	-4	-2.2	0	3	7	1
COc1ccc(NC(=O)NC2CCCc3ccccc32)c(OC)c1 (stereo not given)	2	3	1	5	-1.7	7	7	1	-2
O=C(COC(=O)C1CCC1)NCc1ccccc1Cl	-2	1	-2	-1	1.8	-1	-2	2	-4
CC12CN3CC(C)(CN(C1)C3c1cc3ccccc3[nH]1)C2=O (stereo not given)	4	-1	8	-5	3.9	2	9	-4	9
CC(C)(C)c1cc[n+](-c2[nH]c(=O)sc2/C=N/NC([S-])=Nc2ccccc2)cc1	177*	9	197*	6	?	21	6	5	160*
Cc1cccc(C(=O)NCC(=O)OCC(=O)N2CC3(C)CC2CC(C)(C)C3)c1 (stereo not given)	-3	4	-18	5	1.1	2	2	-1	2
CCCNC(=O)CN(C)CC(=O)Nc1ccccc1C#N	1	1	7	4	-1.0	9	-6	4	1
CC(Sc1nnc(-c2ccc(Cl)cc2)n1N)C(=O)NCC1CCCO1 (stereo not given)	4	2	-1	-3	-1.4	1	-4	3	-5
COc1ccc(OC)c(C2CC(c3c(-c4ccccc4)c4cc(Cl)ccc4[nH]c3=O)=NN2S(C)(=O)=O)c1 (stereo not given)	-1	4	1	-29	-7.5	7	-10	0	2
COc1ccc(CN2CC(C(=O)NCCN3CCN(c4ccccc4F)CC3)CC2=O)cc1 (stereo not given)	9	-3	6	-5	-1.4	0	-3	1	2
OCCNCCOc1ccc(Cl)c(Cl)c1	7	4	8	5	-1.0	3	-4	3	-3
CSc1nc2ccsc2c(=O)n1-c1ccccc1	4	-2	2	3	-0.1	2	0	6	13
Cc1ccc(NC(=O)NCCN2CCCCC2)cc1	0	4	-1	6	-1.3	-1	-2	1	0
Cc1ccsc1/C=N/NC(=O)c1c[nH]c2ccccc12	7	2	4	-1	-1.1	101*	-21	5	3
CCCNC(=O)CN(C)S(=O)(=O)c1c(C)cc(C)cc1C	-3	3	-1	0	0.3	-3	-3	5	0
C=CCc1cc2c(oc(=O)c3ccccc32)c(C)c1O	4	5	-1	2	-3.2	29	3	4	6
CCN(CC)c1ccc(/C=N/NC(=O)c2c(Cl)cnn2C)c(O)c1	4	18	10	2	1.2	-5	-3	10	-4
Cn1cnnc1SCC(C)(C)NS(=O)(=O)c1ccc(Cl)cc1	5	1	5	-1	-2.1	0	7	8	3
